Compound activity from PubChem BioAssay.
Hsp90 inh: displaces geldanamycin probe from tumor Hsp90. P07900. NCI-N417 lysate Hsp90, Cy3B-geldanamycin FP displacement. inhibition, % at 30 µM. 0.35% of 64,000 active. AID 429;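 active = inhibition above 50%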;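 also: 0% = tracer plus lysate wells and 100% = tracer alone without lysate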
FXIIa inh mix: inhibitors of human coagulation factor XIIa, pooled mixtures | purified FXIIa, fluorogenic substrate | 0.2% of 62,000 active | AID 684 | P00748 | inhibition, % at 5 µM;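 also: 0% = enzyme without compound and 100% = no enzyme blank; some results filed as inactive read as strong as hits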
Target sequence (P00748 20-372 limits assumed): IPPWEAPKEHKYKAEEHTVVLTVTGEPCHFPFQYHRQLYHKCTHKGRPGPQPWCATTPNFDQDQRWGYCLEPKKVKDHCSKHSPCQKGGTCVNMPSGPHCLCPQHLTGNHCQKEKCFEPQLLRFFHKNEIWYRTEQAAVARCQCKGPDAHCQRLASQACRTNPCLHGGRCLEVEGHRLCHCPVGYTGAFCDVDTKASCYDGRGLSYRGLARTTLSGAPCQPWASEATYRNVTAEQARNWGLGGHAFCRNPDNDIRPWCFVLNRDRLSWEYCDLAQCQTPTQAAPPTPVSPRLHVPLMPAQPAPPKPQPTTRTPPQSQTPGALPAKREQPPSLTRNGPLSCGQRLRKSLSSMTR
Target sequence (P00748 373-615 limits assumed): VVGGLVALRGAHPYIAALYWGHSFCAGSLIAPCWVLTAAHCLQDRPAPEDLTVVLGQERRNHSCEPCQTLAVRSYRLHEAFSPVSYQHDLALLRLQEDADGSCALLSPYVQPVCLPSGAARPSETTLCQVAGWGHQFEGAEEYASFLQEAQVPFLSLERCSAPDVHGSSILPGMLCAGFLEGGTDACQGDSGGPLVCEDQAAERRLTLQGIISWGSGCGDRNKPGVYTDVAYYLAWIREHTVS
AP ELISA ortho: alternative pathway complement inhibition, orthogonal assay. Human serum alternative complement pathway, LPS-coated ELISA, C3 deposition; tested in compound mixtures. inhibition, % at 5 µM. 0.08% of 62,000 active;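 active = inhibition above 30% in each of the two pooled mixtures holding the compound, so the lower value exceeds 30%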;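 also: 0% = serum in Mg-EGTA without compound and 100% = EDTA serum blank; some compounds past the cut are filed as inactive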
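Assay system: Human serum alternative complement pathway, C3 deposition on LPS-coated wells | Incubation: 1 h serum-compound exposure at 37 °C | Doses: 5 µM per compound in ten-compound mixtures | Read-out: Percent inhibition | Technique: ELISA with HRP anti-human C3 antibody, TMB substrate, absorbance 450 nm | Replication: Two pool placements per compound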
Cdc25B block: human M-phase inducer phosphatase 2 inhibition. P30305. recombinant Cdc25B, OMFP fluorescence Ex485/Em525. inhibition, %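 (compounds tested at 10 µM final in the well)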. 0.1% of 65,000 active; in the data active = inhibition above about 50%
FXIa mix inh: blocks human factor XIa in pooled compound mixtures; P03951; purified FXIa, fluorogenic substrate; inhibition, % at 5 µM; 0.19% of 62,000 active; AID 680;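 also: each value is inhibition by a whole ten-compound pool holding the compound; 0% = enzyme with no mixture and 100% = wells lacking enzyme; strong numbers were not always called active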
Abs 340nm: absorbance at 340 nm | compound absorbance at 340 nm, fold over control | fold change at 10 µM | 65,000 tested, under 10 active;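 active = at 10 µM dose, initial 340 nm absorbance at least 2 fold that of control wells; inactive = change under 2 fold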;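 also: initial absorbance extrapolated from kinetic A340 decline of NADH oxidation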
MMP-13 inhibitor: MMP13 (human) collagenase inhibition | P45452 | MMP-13 fTHP FRET cleavage, Mca fluorescence | inhibition, % at 4 µM | 0.07% of 65,000 active | AID 570;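 active = inhibition above the mean of compound-free control plate wells plus 3 SD, cut at about 14% in these data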;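 also: 0% = DMSO wells and 100% = wells with reference MMP-13 inhibitor after basal subtraction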
JNK3 blocker: JNK3 (human) kinase inhibition; inhibition, % at 8 µM; P53779; purified JNK3 kinase activity, HTS; AID 746; 0.61% of 60,000 active; in the data active = inhibition above about 17%;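 also: 0% = DMSO and 100% = reference inhibitor; many of its hits are not listed in these tables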
DUSP1 inh: human dual specificity phosphatase 1 inhibition; recombinant MKP-1, OMFP hydrolysis fluorescence; AID 374; P28562; 0.15% of 65,000 active; inhibition, %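 (compounds tested at a single concentration somewhere between 10 and 100 µM)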;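 active = inhibition above about 50%, limit read from the data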;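 also: 0% = DMSO max control wells and 100% = wells with enzyme stopped by NaOH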
Target sequence (P28562 whole entry, looked up): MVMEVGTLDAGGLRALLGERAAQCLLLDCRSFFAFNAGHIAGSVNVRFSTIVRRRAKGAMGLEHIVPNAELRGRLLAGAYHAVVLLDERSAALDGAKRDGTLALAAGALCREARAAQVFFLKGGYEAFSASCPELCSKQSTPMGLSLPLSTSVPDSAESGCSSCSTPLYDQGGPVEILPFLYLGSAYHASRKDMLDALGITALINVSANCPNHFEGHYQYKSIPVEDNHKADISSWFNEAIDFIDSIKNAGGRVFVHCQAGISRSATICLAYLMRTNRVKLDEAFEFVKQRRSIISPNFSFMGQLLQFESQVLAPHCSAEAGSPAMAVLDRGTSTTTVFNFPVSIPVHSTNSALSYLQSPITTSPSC
* marks the source's active call; other numbers are inactive results; . = not tested or not shown. Rule as the data show it, unless noted: active = inhibition above about 20% (passing the limit was not always enough); inactive = the rest.

SMILES	Hsp90 inh	FXIIa inh mix	AP ELISA ortho	Cdc25B block	FXIa mix inh	Abs 340nm	MMP-13 inhibitor	JNK3 blocker	DUSP1 inh
Cc1ccc(-c2noc(CCC(=O)N3CCCc4ccccc43)n2)cc1	-2.8	0.1	5.3	-4.0	-13.3	1	2.0	-2.6	7.4
O=C1CN(S(=O)(=O)c2ccccc2)CC(=O)N1CCc1ccccc1	1.0	1.8	2.5	-11.0	3.7	1.02	4.0	2.4	-4.4
COc1cc(OC)cc(C(=O)NCCn2ccc3ccccc32)c1	-3.3	2.2	20.2	-8.1	4.3	1.03	0.3	0.9	6.0
Cc1cc(C(=O)CSc2nnc(-c3cccs3)n2Cc2ccccc2)c(C)n1C	-2.0	2.9	-5.5	-2.6	23.4	1.05	1.8	-6.2	7.5
O=C(NC1(O)C(=O)c2ccccc2C1=O)c1ccccc1	73.4*	4.5	11.3	96.4*	8.6	1.05	0.6	-0.2	62.2*
O=C(CN(CC1CCCO1)C(=O)CCC(=O)Nc1nccs1)NCC1CCCO1 (stereo not given)	-2.3	0.1	-13.5	-18.8	7.6	0.96	1.0	-3.8	6.2
CS(=O)CSc1nc2c(cc1C#N)CCCC2 (stereo not given)	-0.1	2.9	5.3	-9.4	3.2	0.97	-1.6	8.3	5.1
Cc1ccc(C(c2sc3ncnn3c2O)N2CCCCC2)cc1 (stereo not given)	-1.8	4.8	17.9	-3.3	-7.3	1.03	3.2	1.3	5.1
CS(=O)(=O)c1ccc(-c2nn[nH]n2)cc1	-3.1	-11.3	12.3	-16.5	8.2	0.98	2.4	4.3	10.2
CCN1CCN(c2ncc(C(=O)N3CCN(c4ccccc4OC)CC3)c3ccccc23)CC1	-4.7	8.8	6.2	-34.0	2.6	1.01	-2.9	-0.1	-22.2
O=C(OCc1cc(-c2ccccc2)no1)c1ccc2ccccc2n1	-3.6	5.2	3.0	5.5	11.0	1.01	-2.8	4.9	-16.2
CCOc1ccccc1C(=O)Nc1ccccc1C(N)=O	1.2	9.4	7.3	-11.5	-16.8	1.04	-2.2	12.6	8.6
Cc1noc(C)c1S(=O)(=O)N1CCC(C(=O)Nc2ccc(OC(F)(F)F)cc2)CC1	-2.6	4.4	-13.8	3.2	-3.3	1.07	3.6	.	15.0
CC(=O)c1nnn(-c2nc(N3CCCC3)nc(N(c3ccccc3)c3ccccc3)n2)c1C	-0.3	1.7	2.7	-5.8	6.9	0.99	7.8	-3.0	1.9
CCOc1ccc(-c2nnc(N(CC)C(=O)C3CCC3)s2)cc1	-3.3	13.0	17.0	-3.8	7.7	1	-7.6	.	4.2
c1csc(-c2csc3ncnc(NCCCN4CCOCC4)c23)c1	-6.8	2.6	-4.4	-13.9	-0.6	0.99	2.8	-2.4	0.2
OCCN(Cc1ccccc1)Cc1ccc(F)c(F)c1	1.1	2.3	26.3	-3.3	-27.3	1.07	2.6	-2.9	-8.5
Cc1cccc(N(C(=O)CCC(=O)Nc2cc(C)on2)C(C(=O)NC2CCCC2)c2ccncc2)c1 (stereo not given)	0.7	1.6	2.8	6.2	3.2	1.01	-2.0	-1.1	-20.1
COc1ccc(-n2c(SCc3nnc(-c4ccccc4)o3)nnc2-c2ccccc2)cc1	-5.5	-4.3	7.4	-3.9	4.9	0.99	-0.8	0.3	42.5
COC(=O)CSc1nnc(CNc2ccc(F)cc2)o1	5.1	0.9	28.4	-9.9	1.2	1.01	2.3	-3.2	-7.7
Cc1csc(NC(=O)CSc2nnc(C)s2)n1	-2.1	0.8	-3.0	0.2	-4.8	1.04	0.8	7.0	13.1
O=C(NCc1cccs1)C1CCCN(S(=O)(=O)c2ccc3c(c2)OCO3)C1 (stereo not given)	.	4.1	4.4	-13.8	4.9	1.03	3.0	.	25.5
CC(=O)Nc1c(C(=O)N2CCOCC2)sc2nc3c(cc12)COC(C)(C)C3	-15.7	-2.9	16.5	-15.6	3.4	1.03	2.7	4.2	10.7
COc1ccc(OC)c(NC(=O)C2C3CC4OC(=O)C2C4C3)c1 (stereo not given)	-9.6	-0.6	2.4	-7.7	2.4	0.98	3.6	-2.0	7.3
C=CCSc1nc2c(cnn2-c2ccc(C)c(C)c2)c(=O)[nH]1	-0.7	-4.6	17.6	0.7	2.2	1.07	-0.3	5.5	9.3
Cn1cnnc1SCC(=O)Nc1ccccc1	-2.7	-3.5	23.8	-7.2	5.6	1.03	-17.4	5.4	5.6
CCN(CC)C(=O)CSc1nnc([C@@H](NC(=O)OC(C)(C)C)C(C)C)o1	-3.2	4.5	10.9	-0.5	-0.3	0.99	-12.4	-4.7	1.6
Cc1cc(C)c2c(=O)[nH]n(C3CC(C)N(C)CC3C)c2n1 (stereo not given)	1.1	3.4	8.0	5.2	7.7	1.05	1.5	4.0	-7.7
COc1ccc(N2CCN(CCNC(=O)c3c(C)cc(=O)oc3C)CC2)cc1	-1.9	5.9	16.5	0.9	9.4	1.2	0.5	.	5.9
Cc1ccc(CNC(=O)CCNC(=O)Cn2ccc3ccccc3c2=O)o1	.	0.3	-2.5	-11.8	2.8	1.06	0.8	.	-0.6
OCC#CCSc1nnc(-c2ccc(Br)cc2)o1	-4.0	2.5	7.9	-16.7	-0.1	0.94	6.7	1.3	4.5
Cn1c(=O)c2c(SCc3ccccc3)nc(-c3ccco3)nc2n(C)c1=O	-0.3	11.8	19.6	2.3	-4.6	1.14	3.6	-2.1	16.1
O=C(Nc1ccc2ccccc2c1)c1cccnc1	2.0	-16.1	7.4	-10.4	-4.6	1.03	-1.6	5.5	7.9
O=C(CSCc1ccccn1)Nc1ccccc1	-0.1	3.1	-4.2	-12.1	-6.4	0.98	3.0	5.8	-7.2
O=C(NCc1ccco1)C1CCN(S(=O)(=O)c2ccc(-n3cnnn3)cc2)CC1	-1.4	-1.8	6.7	2.5	11.0	0.99	1.8	2.9	-19.9
O=C(NCc1ccncc1)c1c(F)c(F)c(F)c(F)c1F	-5.1	-12.3	7.5	-12.5	2.7	1.03	0.2	2.5	4.8
CCOC(=O)Cc1nnc2c(Nc3ccc(Cl)cc3)nc3nonc3n12	-5.5	-1.4	-8.8	-1.3	18.1	1.02	3.2	-2.1	5.0
O=C(Cn1cnc2c(nnn2Cc2ccccc2)c1=O)c1ccccc1	-8.0	3.4	10.3	-15.5	4.8	1.02	2.0	2.4	-14.9
CN(C)CCNC(=O)c1cc2c(=O)n(C)c3ccccc3c2n1C	-3.4	4.7	7.3	3.5	-3.4	1.04	-33.7	-0.8	3.6
Cc1ccc(C(=O)CSc2n[nH]c(C)n2)cc1	-1.1	-17.1	12.5	3.5	6.8	1.06	0.0	0.0	-0.6
O=C(NCC(c1cccnc1)N1CCOCC1)c1cccc(Cl)c1 (stereo not given)	-1.4	0.4	10.6	-7.6	13.0	0.97	-4.9	-6.3	10.5
Cc1nn(C)c(C)c1NS(=O)(=O)c1ccccc1	0.1	4.6	8.5	0.7	6.8	1.02	1.1	2.3	4.9
COc1ccc2c(c1)c1c3n2CCN(C)C3=NCC1	-2.3	2.1	10.0	1.2	5.9	1.04	-6.4	0.6	-26.4
Cc1cc(NC(=O)COC(=O)C(Cc2ccccc2)NC(=O)c2ccco2)no1 (stereo not given)	-3.2	1.6	25.0	-2.6	-0.6	1	-0.6	2.2	14.3
NC(=O)C1CCCN(C(=O)c2ccc(Cl)cc2)C1 (stereo not given)	-0.7	3.8	1.0	-2.9	2.6	1.04	5.4	5.9	2.7
O=C(O)CCc1ccc(-c2ccccc2)o1	-3.4	5.7	21.4	6.8	6.7	1.04	-0.3	-1.2	32.5
CN1C(=O)CC(c2ccco2)Sc2ccccc21 (stereo not given)	-1.7	12.2	12.4	-1.7	5.7	0.99	0.8	-0.2	3.4
Nc1ccccc1NC(=O)c1ccccc1	0.4	4.3	0.4	-2.8	-2.3	1.02	2.9	-1.2	-12.2
O=C(NCCN1CCN(C(=O)Nc2ccccc2)CC1)Nc1ccccc1	-1.1	14.8	10.4	-14.7	0.6	1.03	4.5	-2.3	-5.8
O=C(c1ccco1)N1CCN(S(=O)(=O)c2ccc(Oc3ccccc3)cc2)CC1	-3.8	-18.2	-13.3	-0.6	4.1	0.99	5.7	.	6.0

Given with two lines to a compound: part of the list above.
Every second line gives: Hsp90 inh, FXIIa inh mix, AP ELISA ortho, Cdc25B block, FXIa mix inh, Abs 340nm, MMP-13 inhibitor, JNK3 blocker, DUSP1 inh
CN1C(=O)CC(c2ccco2)Sc2ccccc21 (stereo not given)
  -1.7, 12.2, 12.4, -1.7, 5.7, 0.99, 0.8, -0.2, 3.4
O=C(NCCN1CCN(C(=O)Nc2ccccc2)CC1)Nc1ccccc1
  -1.1, 14.8, 10.4, -14.7, 0.6, 1.03, 4.5, -2.3, -5.8
COc1ccc2c(c1)c1c3n2CCN(C)C3=NCC1
  -2.3, 2.1, 10.0, 1.2, 5.9, 1.04, -6.4, 0.6, -26.4
O=C(c1ccco1)N1CCN(S(=O)(=O)c2ccc(Oc3ccccc3)cc2)CC1
  -3.8, -18.2, -13.3, -0.6, 4.1, 0.99, 5.7, ., 6.0

Later entries:
SMILES	Hsp90 inh	FXIIa inh mix	AP ELISA ortho	Cdc25B block	FXIa mix inh	Abs 340nm	MMP-13 inhibitor	JNK3 blocker	DUSP1 inh
CC(C)NC(=O)C1CCCN(c2nnc(-n3cccc3)s2)C1 (stereo not given)	-4.5	12.3	14.9	6.1	10.8	1.06	-1.8	-5.1	9.9
CN(C)S(=O)(=O)N1CCC(CCCC2CCN(S(=O)(=O)N(C)C)CC2)CC1	.	2.8	9.1	-29.5	15.7	1.02	.	.	7.1
CCOC(=O)CSc1nc2ccccc2c(=O)n1CC	-3.5	-3.2	8.5	1.2	7.2	1.03	2.3	4.3	16.3
O=C(NCCc1nc2ccccc2[nH]1)Nc1ccccc1	-0.6	3.2	5.1	-5.2	-1.0	1.04	6.5	4.9	4.2
CC1CCCCC1NC(=O)c1ccc(N2CCCC2=O)cc1 (stereo not given)	-3.5	2.7	13.8	-4.3	6.9	0.98	1.4	.	-8.8
Cc1cccc(-c2noc(CCCC(=O)Nc3cccnc3)n2)c1	-2.5	3.6	13.2	2.2	-2.0	1.01	-0.6	-0.5	15.5
C=C(C)CSC1=C(C#N)C(c2ccccc2)CC(=O)N1 (stereo not given)	0.7	11.2	0.1	-4.8	1.4	1.02	1.4	-1.4	3.5
C/C(N)=C(/C#N)C(=O)CSc1ncnc2ccccc12	-12.3	5.1	6.2	3.8	6.8	1.04	2.0	0.7	19.7
Cn1c(SCC(=O)Nc2ccc3cn[nH]c3c2)nnc1-c1cnccn1	-2.7	-6.5	0.9	-8.1	4.2	1.04	-1.5	-2.2	-0.2
O=C(CCn1c(=O)oc2ccccc21)NCCN1CCc2ccccc2C1	6.3	-8.9	14.8	-8.9	5.8	1	-4.5	-0.6	5.7
CCOC(=O)CSc1nc2ccccc2n1CC(=O)N1CCN(c2ccccc2)CC1	-4.0	2.2	-9.5	-7.3	-9.9	0.99	0.5	.	7.0
O=C(NCCCN1CCOCC1)c1ccc(CS(=O)(=O)Cc2ccccc2Cl)o1	-5.4	3.1	0.3	15.8	0.8	1	0.8	1.0	6.5
O=C(CSc1nnc(CNC(=O)c2c(F)cccc2Cl)o1)c1ccccc1	-4.5	6.1	3.6	-9.5	1.7	1.05	-3.3	.	-8.9
NC(=O)c1ccsc1NC(=O)c1nc(-c2ccccc2)n(-c2ccccc2)n1	-11.4	13.6	-10.6	-8.3	6.0	1.03	-0.1	-1.3	30.7
